DSG3 Ab inh – human desmoglein-3 autoantibody binding inhibition; P32926; DSG3-coupled beads, scFv-anti-DSG3-GFP binding, flow cytometry; stronger effect = lower value; binding (percent of control), % at 10 µM; 310,000 tested, 0.48% active; AID 588358;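 active = binding more than 3 SD below its plate's average and above zero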;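 note: hits lower antibody fragment binding to DSG3; some compounds called inactive have numbers as strong as hits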
HTR5A inv ctr – inverse agonist of human HTR5A in OPRM1-OPRD1 counter-screen; P47898; HTR5A cell line, luminescence, inverse agonism; inhibition, % at 9.3 µM; 340,000 tested, 0.083% active; AID 504634; in the data active = inhibition mostly above about 23%, no sharp cut-off; inactive = mostly below about 18%;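 note: 0% = cells with DMSO and 100% = no-cell wells with DMSO; some compounds called inactive have numbers as strong as hits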
Target sequence (P47898 whole entry, looked up): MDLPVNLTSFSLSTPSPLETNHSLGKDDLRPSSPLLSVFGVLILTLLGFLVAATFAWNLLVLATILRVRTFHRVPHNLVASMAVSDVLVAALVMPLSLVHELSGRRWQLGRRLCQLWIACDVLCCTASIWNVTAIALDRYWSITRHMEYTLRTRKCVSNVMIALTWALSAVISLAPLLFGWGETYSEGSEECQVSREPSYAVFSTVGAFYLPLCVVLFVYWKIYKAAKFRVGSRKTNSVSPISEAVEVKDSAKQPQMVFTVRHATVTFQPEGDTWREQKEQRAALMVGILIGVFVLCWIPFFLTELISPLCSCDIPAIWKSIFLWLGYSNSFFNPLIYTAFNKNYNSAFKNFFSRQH
SUMO Mot1 rescue – inhibitors of SUMOylation pathway: yeast Mot1-301 growth rescue; S. cerevisiae Mot1-301 growth rescue, ATP luminescence, 38.5C; percent above DMSO median, 100 means doubled; growth rescue, % at 18.8 µM; 320,000 tested, 1% active; AID 2716;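 active = every valid replicate shows activation above 250% relative to neutral control wells; inactive = the rest, any valid replicate at or below 250%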;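 note: OY570 slx delta 5 strain wells were the positive control but not used for scaling; some compounds called inactive have numbers as strong as hits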
AddAB inh – less growth of phage-infected E. coli with AddAB. E. coli expressing H. pylori AddAB, absorbance growth. inhibition, % at 11.9 µM. 330,000 tested, 0.29% active; in the data active = inhibition above about 12%;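 note: 0% = vehicle wells of infected cells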
MOR-DOR ag – agonists of human mu-delta opioid receptor heterodimerization | cells, OPRM1-OPRD1 heterodimerization, luminescence | P35372+P41143 | 340,000 tested, 0.3% active | activation, % at 9.3 µM; in the data active = activation above about 18%;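 note: 0% = vehicle-treated cells and 100% = reference agonist; values of inactives mirror those of a sister screen read the other way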
HTR5A ag – counter-screen for OPRM1-OPRD1 agonists: human HTR5A agonism | P47898 | HTR5A agonist assay, luminescence, cell-based | activation, % at 9.3 µM | 340,000 tested, 0.61% active; in the data active = activation mostly above about 9.5%, no sharp cut-off; inactive = mostly below about 7.6%;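 note: 0% = cells with vehicle only and 100% = reference agonist; strong numbers were not always called active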
OPRM1-OPRD1 inv – mu-delta opioid heterodimer inverse agonism; cell-based MOR-DOR heterodimer luminescence; P35372+P41143; 340,000 tested, 0.21% active; inhibition, % at 9.3 µM; in the data active = inhibition above about 22%, passing the limit was not always enough;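 note: 0% = cells with DMSO and 100% = wells without cells with DMSO; values of inactives mirror those of a sister screen read the other way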
Ecoli viability – counter-screen for AddAB inhibitors: E. coli growth inhibition; inhibition, % at 11.9 µM; 330,000 tested, 0.27% active; E. coli V3065 growth, OD600 absorbance, 18 h;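 active = inhibition above the campaign's mean inhibition across all tested compounds plus 3 SD, cut at about 9.9% in these data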;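 note: uninfected addAB+ strain grown without phage in ampicillin broth; 0% = DMSO wells and 100% = ciprofloxacin 0.95 µg/ml wells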
phage Ecoli inh – E. coli growth loss with phage present | inhibition, % at 11.9 µM | growth absorbance | 360,000 tested, 0.26% active; in the data active = inhibition above about 11%
PfHsp90 yeast 2 – reduces growth (ATP signal) of yeast expressing P. falciparum Hsp90; AID 504621; S. cerevisiae expressing PfHsp90, BacTiter-Glo ATP, 48 h; yeast lacking PDR1 and PDR3 efflux regulators; 310,000 tested, 0.32% active; inhibition, % at 9.4 µM;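 active = every replicate shows inhibition above about 80%, whatever the replicate mean, limit read from the data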;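 note: 0% = DMSO neutral controls and 100% = 20 µM radicicol positive controls; yeast relying on Plasmodium falciparum Hsp90 in place of its own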
PKA-R1A act – PKA-R1A complex activation | AID 504707 | activation, % at 11.4 µM | PKA-R1A dissociation, Cy5-IP20 fluorescence polarization; scaled: DMSO 0%, 113 µM cGMP 100% | 340,000 tested, 0.083% active | P00514+P68181;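 active = percent activation above the mean of all tested compounds plus 3 SD, cut at about 19% in these data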;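 note: higher means more PKAc released from R1A so a rise in polarization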
* = called active by the depositor; · = not tested or not shown.

Start of the data: the first nine entries (preview)
SMILES	DSG3 Ab inh	HTR5A inv ctr	SUMO Mot1 rescue	AddAB inh	MOR-DOR ag	HTR5A ag	OPRM1-OPRD1 inv	Ecoli viability	phage Ecoli inh	PfHsp90 yeast 2	PKA-R1A act
CCOC(=O)CC(NC(=O)c1cccs1)c1ccc(C)cc1 (stereo unspecified)	129	-9	-9	0.8	-3.4	3	16	0.8	1.1	9	6
O=C(Nc1nc2ccc(F)cc2s1)C1=NN(c2ccccc2)C(=O)CC1	83	-31	2	-0.2	2.0	-3	-12	2.2	4.0	-27	2
COc1ccccc1NS(=O)(=O)c1cccc(C(=O)NNC(=O)c2ccc(Cl)nc2)c1	89	23	·	1.4	-1.8	-7	10	2.1	1.5	·	4
O=C(c1ccc(Cl)s1)N1CCN(S(=O)(=O)c2ccc(Cl)cc2)CC1	96	-3	109	-0.5	1.0	1	-5	-0.5	1.3	·	1
CCC(C(=O)O)N1C(=O)C2CCCCC2C1=O (stereo unspecified)	95	2	-6	-2.0	-3.2	4	17	-0.8	1.9	7	-1
CCN1CCN(C(=O)CN(Cc2ccccc2)S(C)(=O)=O)CC1	·	2	102	2.0	-1.8	2	11	1.2	0.8	-3	-9
COc1ccc(NC(=O)C(CC(C)C)NC(=O)C2CCC(C)CC2)cc1 (stereo unspecified)	115	-12	8	2.1	0.1	4	0	-1.3	2.1	-6	-8
COc1ccc(-c2nc(SCC(=O)NC3CCCC3)c(-c3ccc(OC)cc3)[nH]2)cc1	100	-7	23	2.4	1.0	3	-5	0.2	2.5	-6	-13
COc1ccc(/C=C/c2nc3ccccc3n2C)cc1	96	-17	-69	3.0	12	6	-58	-1.0	2.7	22	-2

The list itself, from the first entry:
SMILES	DSG3 Ab inh	HTR5A inv ctr	SUMO Mot1 rescue	AddAB inh	MOR-DOR ag	HTR5A ag	OPRM1-OPRD1 inv	Ecoli viability	phage Ecoli inh	PfHsp90 yeast 2	PKA-R1A act
CCOC(=O)CC(NC(=O)c1cccs1)c1ccc(C)cc1 (stereo unspecified)	129	-9	-9	0.8	-3.4	3	16	0.8	1.1	9	6
O=C(Nc1nc2ccc(F)cc2s1)C1=NN(c2ccccc2)C(=O)CC1	83	-31	2	-0.2	2.0	-3	-12	2.2	4.0	-27	2
COc1ccccc1NS(=O)(=O)c1cccc(C(=O)NNC(=O)c2ccc(Cl)nc2)c1	89	23	·	1.4	-1.8	-7	10	2.1	1.5	·	4
O=C(c1ccc(Cl)s1)N1CCN(S(=O)(=O)c2ccc(Cl)cc2)CC1	96	-3	109	-0.5	1.0	1	-5	-0.5	1.3	·	1
CCC(C(=O)O)N1C(=O)C2CCCCC2C1=O (stereo unspecified)	95	2	-6	-2.0	-3.2	4	17	-0.8	1.9	7	-1
CCN1CCN(C(=O)CN(Cc2ccccc2)S(C)(=O)=O)CC1	·	2	102	2.0	-1.8	2	11	1.2	0.8	-3	-9
COc1ccc(NC(=O)C(CC(C)C)NC(=O)C2CCC(C)CC2)cc1 (stereo unspecified)	115	-12	8	2.1	0.1	4	0	-1.3	2.1	-6	-8
COc1ccc(-c2nc(SCC(=O)NC3CCCC3)c(-c3ccc(OC)cc3)[nH]2)cc1	100	-7	23	2.4	1.0	3	-5	0.2	2.5	-6	-13
COc1ccc(/C=C/c2nc3ccccc3n2C)cc1	96	-17	-69	3.0	12	6	-58	-1.0	2.7	22	-2
O=[N+]([O-])/C=C/c1cc2ccccc2[nH]1	111	4	8	-0.7	-4.1	-1	19	-1.4	3.4	10	-7
COCCn1c(SCC(=O)c2c(N)n(C3CC3)c(=O)[nH]c2=O)nc2ccccc21	102	2	44	2.7	-2.5	-1	13	1.4	-0.1	-12	0
COC(=O)CCN(C(C)=O)c1ccc(N)cc1	·	5	18	3.5	-2.4	-3	13	-0.5	3.1	3	6
CC(=O)c1ccc(S(=O)(=O)Oc2ccc(-c3ccc(C(=O)O)cc3)cc2)cc1	106	-5	-12	5.1	-3.9	2	21	0.3	1.7	16	-4
COc1ccccc1S(=O)(=O)N1CCC(C(=O)O)(c2ccccc2)CC1	105	16	22	1.9	-1.2	-4	7	1.4	0.7	10	1
COCCOC(=O)C1=C(C)NC(=O)NC1c1ccc(-c2ccc(F)cc2)o1 (stereo unspecified)	104	-11	6	3.3	-1.2	4	6	0.5	4.3	-37	-3
COCCNC(=O)c1ccc2c(c1)C(=O)c1ccccc1-2	103	11	-9	0.7	-4.8	-3	21	2.5	1.2	-7	4
COc1ccc(S(=O)(=O)NC2CC(C)(C)NC(C)(C)C2)c2ccccc12	103	-26	-5	-1.3	2.7	6	-15	-0.3	2.6	11	-3
CO/N=C/C(=N\Nc1cc(OC)cc(OC)c1)C(=O)c1ccccc1	102	1	316	2.5	-1.6	0	8	0.1	5.4	18	-3
Cc1cccc(NC(=O)CSc2nnc(-c3ccccc3)n2N)c1	100	-13	10	0.8	-2.8	5	14	-0.4	2.8	-14	-4
Cc1ccc(CNc2nc3ccccc3n2C)o1	92	2	-14	1.3	-0.7	-1	3	-0.8	3.9	-4	-8
CCCc1nc(SCC(=O)c2ccc3c(c2)NC(=O)CO3)[nH]c(=O)c1CC	97	-9	·	·	2.6	2	-14	·	1.4	19	-4
COC(=O)c1ccc(Cn2nc([N+](=O)[O-])c(Br)c2C)cc1	·	11	-13	1.5	-4.1	0	20	-1.1	1.5	-16	-14
CCC(Sc1nc(N)cc(=O)[nH]1)C(=O)Nc1cc(C)on1 (stereo unspecified)	107	-31	7	3.1	-2.1	0	10	0.4	2.6	19	-4
O=C(c1ccco1)N1CCN(c2ccc([N+](=O)[O-])c(N3CCOCC3)c2)CC1	103	0	10	0.3	-1.9	0	10	-1.5	3.5	-8	-14
CN(C)c1ccc(/C=N/NC(=O)c2ccccc2)cc1	92	-5	-12	1.2	-0.8	2	5	-1.3	1.2	-13	-16
O=C(O)c1ccccc1NC1CCCCC1NS(=O)(=O)c1ccccc1 (stereo unspecified)	97	10	·	·	-1.6	-3	8	·	0.3	-5	-13
Cc1ccc(NC(=O)c2ccc(Nc3c([N+](=O)[O-])cc([N+](=O)[O-])cc3[N+](=O)[O-])cc2)cc1	99	-10	0	0.9	6.1	4	-37	-0.2	1.3	-17	-11
CC(/C=N/NC(=O)c1nnn(-c2nonc2N)c1CN1CCCCC1)=C\c1ccccc1	110	22	54	-0.9	3.5	-3	-12	0.8	-0.2	1	-6
CCN(CC)S(=O)(=O)c1ccc(F)c(C(=O)OC2CC(C)OC2=O)c1 (stereo unspecified)	108	8	0	0.6	1.3	-3	-9	-2.1	0.8	-10	3
N#Cc1c2c(c(-c3ccccc3Cl)[nH]c1=S)CCCC2	115	-18	·	·	-1.3	-5	7	·	-2.0	·	-3
Cc1ccc(C(=O)NCC(=O)OCN2C(=O)c3ccccc3C2=O)cc1C	89	-6	11	0.3	-2.3	2	9	3.9	0.0	·	-2
Cc1ccc(N(CC(=O)NCc2ccccn2)S(=O)(=O)c2ccccc2)cc1C	111	-15	-10	0.8	1.7	3	-14	0.8	0.6	-6	-3
FC(F)Oc1ccc(-n2cc(-c3ccccc3)[n+]3c2CCCCC3)cc1	113	-39	-4	1.3	-3.7	10	18	-2.5	1.9	6	-10
COc1ccc(C(=O)Nc2nnc(CC(=O)N/N=C/c3ccc(O)cc3O)s2)cc1	104	-24	170	2.9	-4.5	7	23	-0.3	-1.6	-9	-14
Cc1nc(Cl)cc(N/N=C/c2ccccc2)n1	112	-9	5	-0.2	0.3	3	-1	2.1	4.0	18	-7
CN(C)C1(CNC(=S)Nc2ccccc2C(F)(F)F)CCCCC1	93	5	2	5.1	-1.3	-4	7	2.9	3.9	-24	-4
CCOC(=O)c1ccc(NC(=S)N2CCN(CCN=CC3=C(O)CC(C)(C)CC3=O)CC2)cc1	126	12	-3	1.8	-0.6	-1	3	-0.4	0.9	·	-3
O=C(NCCN1CCCCC1)Nc1cccc(C(F)(F)F)c1	97	-11	6	0.3	-1.8	8	9	2.6	1.7	3	8
Fc1ccc(COc2ccc(Br)cc2CNCC2CCCO2)cc1 (stereo unspecified)	105	4	-2	-0.5	0.6	-1	-3	1.6	-0.8	9	-1
O=C(NNC(=O)c1cc2ccccc2cc1O)NC1CCCCC1	99	8	-12	·	-2.0	4	14	·	13*	6	4
CCN1C(=O)CSC1=NC1C2CC3CC(C2)CC1C3 (stereo unspecified)	93	-3	10	0.4	5.1	1	-26	-1.3	0.6	4	13
C[C@H](CO)N1C[C@H](C)[C@@H](CN(C)S(C)(=O)=O)Oc2ccc(NC(=O)C3CC3)cc2C1=O	111	-2	-3	1.9	0.9	-4	-5	-1.2	1.3	6	-1
O=S1(=O)CC(NCc2ccccc2)C(Nc2ccccc2)C1 (stereo unspecified)	·	-12	-9	0.4	-2.5	1	12	-1.4	0.7	20	0
CC1CCc2c(sc3ncnc(SCC(=O)c4ccccc4)c23)C1 (stereo unspecified)	·	1	16	1.4	0.0	-2	0	2.2	2.4	16	-3
CCCN(CCC)S(=O)(=O)c1ccc(C(=O)Nc2c(C)n(C)n(-c3ccccc3)c2=O)cc1	108	27	-12	2.6	-0.5	3	2	-0.1	1.9	1	-8
CC(=O)NC1C(Oc2ccccc2C)OC(CO)C(O)C1O (stereo unspecified)	101	10	-11	-1.9	1.1	-4	-6	-0.6	1.7	-29	-1
C=CCNc1nc(-c2ccccc2)c(C(=O)OCC)cc1C#N	104	-8	-14	6.1	0.8	4	-3	-1.3	3.0	10	-2
Cc1nc2cc3c(cc2c(C)c1C(=O)OC(C)C)OCO3	97	22	-8	3.0	1.2	5	-5	-0.1	-2.5	8	-6
CC1(C)CCC[C@]2(C)[C@H]3Cc4cc(O)ccc4O[C@]3(C)CC[C@@H]12	102	-31	243	0.2	0.3	5	-1	0.5	-3.1	1	-2
Clc1ccc(-c2nc3cnccn3c2Nc2ccc3c(c2)OCO3)cc1	102	-28	-6	-0.8	0.7	9	-4	-1.1	1.3	-18	-8
CC(Sc1n[nH]c(-c2ccccc2)n1)C(=O)c1c(N)n(C)c(=O)n(C)c1=O (stereo unspecified)	102	-16	-21	0.5	-0.9	3	6	0.9	-0.6	4	-6
Cc1ccc(C(=O)Nc2cccc(-c3cn4ccccc4n3)c2)cc1	99	-3	11	3.1	0.8	1	-5	-0.9	3.6	-18	-3
COC(=O)c1cc(NC(=O)C2COc3ccccc3O2)cc(C(=O)OC)c1 (stereo unspecified)	90	-9	-18	1.1	-1.9	5	10	1.6	-0.1	·	-8
CN(C)c1cccc2c1c(NS(=O)(=O)c1cn(C)cn1)nn2C	·	0	-15	2.9	4.0	-2	-21	0.0	2.5	-12	0

Screens (PubChem BioAssay)
